Source: PubChem
Nrf2 inh: Nrf2 qHTS screen for inhibitors; hit rate 2.1% among 360,000; A549 ARE-Fluc reporter, luciferase luminescence, 18-24 h; Potency, µM (highest dose often 46 µM), for the others: top-dose activity change, negative = inhibition, actives largely listed as inhibitors; AID 504444, 2011; further: on the % scale 0 is the no-effect control and ±100 the full control effect; nearly all actives have a fitted effect of over 60% in size
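Quantitative HTS in A549 cells stably bearing an antioxidant response element-firefly luciferase construct. Inhibition of Nrf2-driven transcription was scored by luminescence after 18-24 h of compound exposure at 37 °C.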
MCF10A rereplic: A quantitative high throughput screen for small molecules that induce DNA re-replication in MCF 10a normal breast cells; MCF 10A DNA re-replication, Hoechst nuclear intensity, 48 h; Potency, µM (top dose mostly 46.1 µM), for inactives: top-dose activity, positive = re-replication, usual class: activators; hit rate 2.9% among 350,000; AID 624296, 2012; further: % of control where 0% means no effect; nearly all actives have a fitted effect of over 50% in size
A549 viability: Nrf2 qHTS screen for inhibitors: counterscreen for cytotoxicity. AID 504648, 2011. Potency, µM (top dose mostly 46 µM), inactives show top-dose activity change, negative = cytotoxicity, hits mostly inhibitors. hit rate 0.16% among 390,000. A549 ARE-Fluc cells, CellTiter-Fluor viability, 18-24 h; further: on the % scale 0 is the no-effect control and ±100 the full control effect
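Cytotoxicity counterscreen: CellTiter-Fluor fluorescence was measured in A549 ARE_Fluc cells after 18-24 h of compound exposure in a concentration series. The subsequent BugLite luminescent read reports ARE-luciferase activity.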
HepG2 tox: qHTS for Inhibitors of TGF-b: Cytotox Counterscreen | HepG2 CAGA-GFP viability, ATP luminescence, 18 h | Potency, µM (titrated, usually from 46.1 µM), inactives show top-dose activity change, negative = cytotoxicity, hits mostly cytotoxic | hit rate 0.76% among 410,000; further: some results filed as inactive show a strong effect at the top dose
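CellTiter-Glo luminescence gave cytotoxicity after 18 hours at 37 degrees C. The cells were HepG2 CAGA-GFP in 1% FBS DMEM, stimulated with 500 pg/mL TGF-beta after compound addition. %Activity was normalised to no-cell wells (complete cell-killing) and DMSO (no toxicity), and curves were fitted and classified.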
S2 tox: Viability Counterscreen for Primary qHTS for Inhibitors of ATXN expression. S2 cells (HEK-293 line with an ATXN2-luciferase reporter) viability, CellTiter-Fluor protease fluorescence, 24 h. Potency, µM (top dose mostly 56.7 µM), actives largely listed as cytotoxic. hit rate 0.49% among 400,000; further: nearly all actives have a fitted effect of over 40% in size
Nrf2 ARE act: qHTS of Nrf2 Activators; AREc32 ARE-luciferase reporter (MCF7-derived line), luminescence, 24 h; hit rate 0.31% among 410,000; Potency, µM (series often up to 46.1 µM), inactives show at the highest dose activation, most hits filed as activators; further: % of control where 0% means no effect; nearly all actives have a fitted effect of over 65% in size
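ARE activation measured as luciferase luminescence (Steady-Glo, 30 min RT) in AREc32_Fluc cells after 24 hr compound exposure at 37 deg C, 5% CO2; cells seeded overnight at 1000/well in OPTI-MEM, 5% FBS.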
EPAC2 antagonist: qHTS for Antagonist of cAMP-regulated guanine nucleotide exchange factor 2 (EPAC2): primary screen. Rap guanine nucleotide exchange factor 4 (Homo sapiens), Q8WZA2. EPAC2 GEF exchange of Rap1B-BODIPY-GDP, fluorescence. Potency, µM (doses to about 114 µM), inactives show at the top dose activity, negative = inhibition, usual class: inhibitors. hit rate 0.18% among 360,000. AID 720708, 2013; further: on the % scale 0 is the no-effect control and ±100 the full control effect; nearly all actives have a fitted effect of over 45% in size; many of its hits are not listed in these tables
Target sequence (Q8WZA2 whole entry, looked up): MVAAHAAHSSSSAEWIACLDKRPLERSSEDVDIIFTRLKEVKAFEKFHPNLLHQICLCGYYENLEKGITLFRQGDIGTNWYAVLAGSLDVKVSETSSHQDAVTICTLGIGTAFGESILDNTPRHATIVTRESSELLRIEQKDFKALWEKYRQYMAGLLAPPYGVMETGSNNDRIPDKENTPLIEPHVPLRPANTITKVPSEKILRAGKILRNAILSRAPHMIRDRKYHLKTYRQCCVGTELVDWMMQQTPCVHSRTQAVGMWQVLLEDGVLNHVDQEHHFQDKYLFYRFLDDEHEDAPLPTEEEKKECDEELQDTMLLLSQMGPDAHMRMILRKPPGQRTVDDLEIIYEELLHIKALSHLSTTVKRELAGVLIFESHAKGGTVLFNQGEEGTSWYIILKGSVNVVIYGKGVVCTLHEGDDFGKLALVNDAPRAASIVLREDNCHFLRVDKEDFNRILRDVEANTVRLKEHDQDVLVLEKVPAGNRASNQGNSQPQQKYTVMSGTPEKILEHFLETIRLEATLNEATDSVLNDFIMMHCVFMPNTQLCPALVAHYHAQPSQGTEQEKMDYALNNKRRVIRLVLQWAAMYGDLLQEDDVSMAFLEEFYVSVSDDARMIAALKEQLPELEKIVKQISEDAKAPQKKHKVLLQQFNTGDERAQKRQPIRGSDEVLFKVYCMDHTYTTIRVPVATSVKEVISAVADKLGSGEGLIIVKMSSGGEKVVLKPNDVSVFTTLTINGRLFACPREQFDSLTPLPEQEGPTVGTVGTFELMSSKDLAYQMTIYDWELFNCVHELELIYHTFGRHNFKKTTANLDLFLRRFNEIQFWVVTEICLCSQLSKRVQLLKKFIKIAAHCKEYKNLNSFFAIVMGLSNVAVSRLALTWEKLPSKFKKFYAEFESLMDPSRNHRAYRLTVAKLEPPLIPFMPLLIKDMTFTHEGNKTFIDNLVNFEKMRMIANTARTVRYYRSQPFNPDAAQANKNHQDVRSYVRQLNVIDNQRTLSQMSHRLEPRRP
ATXN2 expr inh: Primary qHTS for Inhibitors of ATXN expression; HEK-293 ATXN2-luciferase reporter, luminescence, 24 h; hit rate 0.72% among 360,000; Potency, µM (highest dose often 57 µM), for inactives: top-dose activity change, negative = inhibition, hits mostly inhibitors; further: on the % scale 0 is the no-effect control and ±100 the full control effect; nearly all actives have a fitted effect of over 55% in size
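qHTS (up to 57 uM final) was run with 24 h compound exposure of reporter cells at 37 °C. Each well was multiplexed: SteadyGlo luminescence measured ATXN2-luciferase expression after a fluorogenic Gly-Phe-AFC viability readout (25 uM final).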
TGFb inhibitor: qHTS for Inhibitors of TGF-b | HepG2 CAGA-GFP TGF-b/SMAD3 reporter, GFP fluorescence, 18 h; TGF-beta stimulated, 500 pg/mL final | Potency, µM (titrated, usually from 46.1 µM), for the others: top-dose activity, negative = inhibition, hits mostly inhibitors | hit rate 1.2% among 410,000; further: on the % scale 0 is the no-effect control and ±100 the full control effect; nearly all actives have a fitted effect of over 65% in size
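HEPG2 CAGA-GFP cells (1000/well, DMEM with 1% FBS) were pre-incubated 2 h at 37 degrees C, given compound by pin tool, then stimulated with TGF-beta at 500 pg/mL final for 18 h before per-cell GFP fluorescence imaging.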
The depositor's hits bear a star; i = inactive; u = inconclusive; x = no result given; [ ] = remark or other dose. The call rests on the fitted dose curve; in most records, active means well fitted curve in the direction sought with a large enough effect; inconclusive means small, poorly fitted or top-dose-only effect, or another doubt; inactive means no such curve, though single readings can be large; an effect the other way counts as inactive or inconclusive. Potency means the concentration at half of the fitted maximal effect.

The first 3 records as a preview:
nr	structure	ATXN2 expr inh	HepG2 tox	Nrf2 inh	Nrf2 ARE act	EPAC2 antagonist	A549 viability	MCF10A rereplic	S2 tox	TGFb inhibitor
1	O=C(c1cc(S(=O)(=O)N2CCOCC2)ccc1Cl)N1CCC(Cc2ccccc2)CC1	-16%	-12%	u	-0.3%	4%	1%	12%	i	u
2	COc1ccc(S(=O)(=O)N2CCOC2CNC(=O)C(=O)NCc2ccccn2)cc1 (configuration not stated)	-6%	11%	-27%	0.4%	3%	0%	11%	i	24%
3	N#CCCN1C(=O)C2(OCCO2)c2ccccc21	-3%	-2%	12%	-0.1%	5%	1%	-5%	i	50%[activator]

The listing, from the start:
nr	structure	ATXN2 expr inh	HepG2 tox	Nrf2 inh	Nrf2 ARE act	EPAC2 antagonist	A549 viability	MCF10A rereplic	S2 tox	TGFb inhibitor
1	O=C(c1cc(S(=O)(=O)N2CCOCC2)ccc1Cl)N1CCC(Cc2ccccc2)CC1	-16%	-12%	u	-0.3%	4%	1%	12%	i	u
2	COc1ccc(S(=O)(=O)N2CCOC2CNC(=O)C(=O)NCc2ccccn2)cc1 (configuration not stated)	-6%	11%	-27%	0.4%	3%	0%	11%	i	24%
3	N#CCCN1C(=O)C2(OCCO2)c2ccccc21	-3%	-2%	12%	-0.1%	5%	1%	-5%	i	50%[activator]
4	CCOC(=O)[C@@H]1[C@H]2COc3cc(OC)ccc3[C@@H]2N2C(=O)N(c3cccc(F)c3)C(=O)[C@@]12C	-6%	-5%	13%	0.8%	4%	2%	u	i	-4%
5	O=C(OCC(=O)N1CCOCC1)c1cncc(Br)c1	x	0%	x	-2.7%	4%	x	x	i	-2%
6	CC(=O)c1cccc(NC(=O)C2CCCN2S(=O)(=O)c2cccc3nsnc23)c1 (configuration not stated)	-8%	-17%	2%	0.4%	6%	-2%	-2%	i	-2%
7	COCCn1nnnc1CN(Cc1ccco1)Cc1cc2cc3c(cc2[nH]c1=O)OCO3	3%	-33%	11%	5.1%	17%	-9%	3%	i	-3%
8	Cc1ccc2oc(NC3=NC4(CCCC4)C4=C(CCCC4=O)N3)nc2c1	-4%	1%	12%	6.1%	-3%	-1%	x	i	-6%
9	Nc1c(C(=O)NC2CC2)c2nc3ccccc3nc2n1-c1ccc2c(c1)OCO2	-6%	7%	x	4.3%	2%	-11%	2.9µM*	i	u
10	O=C(COC(=O)c1ccc(O)cc1)Nc1ccc(S(=O)(=O)N2CCCC2)cc1	-1%	-4%	-24%	0.2%	-5%	2%	18%	i	-6%
11	Nc1nc(Nc2ccccc2F)nc(NC2CCCCC2)c1[N+](=O)[O-]	-30%	-39%	u	1.8%	-14%	-9%	u	u	u
12	CC1CC(=O)Nc2ccccc2N1C(=O)COc1ccccc1C(N)=O (configuration not stated)	x	-3%	x	0.9%	-1%	x	x	x	-17%
13	O=C(N/N=C/c1ccco1)C12CC3CC(CC(C3)C1)C2	0%	32%	-1%	9.1%	4%	-4%	1%	u	18%
14	Cc1ccc(-n2c(-c3ccccc3)c[n+]3c2CCc2ccccc2-3)c(C)c1	u	-26%	4.1µM*	10%	-1%	u	22%	i	u
15	COc1ccc(OCCN2CCC(C(=O)NC(c3ccc(OC)cc3)c3ccccn3)CC2)cc1 (configuration not stated)	2%	-24%	x	-0.4%	-3%	x	x	i	0%
16	Fc1cc(Br)ccc1COc1ccc(-c2nnco2)cc1	38%	-6%	17%	2.6%	5%	-3%	1%	i	-12%
17	Cc1ccc(NC(=O)c2cc(N3CCOCC3)nc3ccccc23)cc1	-13%	-7%	-2%	1.9%	-11%	6%	-4%	i	-7%
18	O=C(Nc1ccc(S(=O)(=O)Nc2nccs2)cc1)c1cc(-c2ccncc2)nc2ccccc12	-9%	-5%	10%	2.2%	-1%	4%	0%	i	1%
19	O=C(NCCSc1ccccn1)c1ccc(Cl)cc1Cl	70%[activator]	-21%	u	0.3%	3%	7%	7%	i	-21%
20	CCC(=O)Nc1c(C#N)c2nc3ccccc3nc2n1C1CCCCC1	3%	9%	9%	-0.1%	-20%	-2%	u	i	-2%
21	O=C(NC(=S)NCCc1ccccn1)c1ccccc1	5%	-21%	13%	4.6%	0%	5%	-2%	i	1%
22	COc1ccc(-c2ccc(C#N)c(SCC(=O)NCCc3ccccc3)n2)cc1OC	x	3%	8%	0.7%	2%	1%	9%	i	-2%
23	CCn1ccnc1C(O)c1cccc(OC)c1 (configuration not stated)	u	-4%	0%	-0.8%	1%	-8%	0%	i	10%
24	O=C(NCc1cccnc1)c1cc([N+](=O)[O-])ccc1N1CCOCC1	17%	0%	-4%	-0.2%	9%	-7%	-5%	i	-3%
25	O=C(Nc1ccccc1OCc1ccccc1)c1ccccc1Br	u	-8%	16%	3.4%	u	11%	0.58µM*	i	-19%
26	Fc1ccccc1Cc1noc(CN2CCC(OCc3cccnc3)CC2)n1	-4%	-4%	-5%	2.4%	2%	2%	14%	i	-12%
27	COc1ccc(C(=O)/C=C2/C(=O)Nc3ccccc32)c(OC)c1	-13%	10µM*	-24%	-3.6%	8%	-8%	23µM*	i	13µM*
28	CC(C)(C)NC(=O)c1cccc(NC(=O)c2ccc(NC(=O)c3ccco3)cc2)c1	-36%	-34%	-28%	-0.5%	-9%	8%	34%	u	u
29	COc1ccc(C(=O)NCc2ccc3c(c2)CCN3C(=O)c2ccccc2)cc1	x	1%	x	2.8%	x	3%	x	x	49%[activator]
30	O=C(COC(=O)C1=COCCO1)Nc1cc(Cl)c(Cl)cc1Cl	-8%	-6%	-5%	0.2%	-6%	-3%	12%	i	3%
31	CCOC(=O)c1ccc(COC(=O)CCc2nc3ccccc3[nH]c2=O)o1	1%	1%	-16%	-0.3%	0%	-5%	-181%[0.0737 µM]	i	-5%
32	CCCN1CN=C(NS(=O)(=O)c2ccc(C)cc2)NC1	-4%	7%	4%	-0.5%	-1%	-5%	-1%	i	-18%
33	CC(C)Cc1nnc(NC(=O)CSc2nc(O)c(Cc3ccccc3)c(=O)[nH]2)s1	-24%	3%	7%	-0.3%	4%	0%	-1%	i	-25%
34	CCOc1ccccc1CNC(=O)C1CCN(c2nnc(-n3c(C)ccc3C)s2)CC1	x	-20%	-5%	u	x	11%	x	x	x
35	Cc1cc2c(cc1C)NC1(C(=O)Nc3ccccc31)C1=C(CC(C)(C)CC1=O)N2 (configuration not stated)	10%	-86%	x	-0.2%	-1%	0%	-3%	i	-3%
36	COc1ccc(N2CCN(C(=O)CN3C(=O)C4CC=CCC4C3=O)CC2)cc1 (configuration not stated)	-8%	-14%	-22%	-0.2%	-2%	-10%	-2%	i	5%
37	COc1ccc(C(=O)NC(=S)N(C)C2CCCCC2)cc1	25%	3%	8%	2.6%	3%	3%	10%	i	-1%
38	CCOc1ccc(CCN2C(=S)N([C@@H](CC(C)C)CN3CCCC3CN3C(=S)NC[C@@H]3Cc3ccc(O)cc3)C[C@@H]2Cc2ccccc2)cc1 (some centres not stated)	-20%	-8%	-16%	0.7%	-6%	4%	12%	i	u
39	Cc1nn(-c2ccc(F)cc2)c(C)c1/C=C/C(=O)N1CCNC(=O)C1	x	0%	9%	-0.6%	-1%	3%	-1%	i	11%
40	Cc1ccccc1NC(=O)/C(C#N)=C/c1ccc[nH]1	23%	-15%	u	u	-2%	-3%	3%	i	-24%
41	CCC(C)Nc1nc(Cl)nc(N(C#N)CN2C(=O)c3ccccc3S2(=O)=O)n1 (configuration not stated)	-7%	-37%	-17%	14%	-27%	-9%	u	i	u
42	O=C(Nc1ccc2nc(-c3ccc(Br)o3)[nH]c2c1)c1ccco1	29%	-47%	x	6.3%	-2%	-7%	u	i	-1%
43	CC(=O)N1CCc2cc(Br)cc(S(=O)(=O)CCC(=O)Nc3c(C)n(C)n(-c4ccccc4)c3=O)c21	3%	-19%	0%	0.5%	11%	-9%	-3%	i	1%
44	COc1cccc(NC(=O)N2CCC(C(=O)Nc3ccc(C)cc3C)CC2)c1	-9%	-29%	-2%	-0.8%	-2%	-8%	1%	i	-3%
45	CCC(OC(=O)c1ccco1)C(=O)NCc1ccc2c(c1)OCO2 (configuration not stated)	7%	-15%	8%	0.3%	9%	3%	35%	i	2%
46	CC(=O)Nc1cccc(C(=O)N/N=C/c2cccc(C)n2)c1	-23%	-3%	16%	0.7%	0%	15%	1%	i	8%
47	COc1ccc(C(=O)N2C(=S)NC(=O)/C2=C\c2ccc(C)cc2)cc1	1%	-29%	u	6.1%	-16%	u	23%	i	0%
48	COc1ccc(-c2noc(N3CCCC(C(=O)Nc4ccc(F)cc4F)C3)n2)cc1 (configuration not stated)	-4%	-15%	1%	-0.1%	-5%	0%	13%	u	1%
49	CCOC(=O)C1=CCN(S(=O)(=O)c2ccc(F)cc2)C1c1cccc(F)c1 (configuration not stated)	-18%	-14%	x	14%	u	x	x	i	-33%
50	COc1ccc(C)c2sc(N(Cc3cccnc3)C(=O)CCc3ccccc3)nc12	x	-3%	x	0.8%	x	-4%	x	x	-20%
51	CCOC(=O)c1ccc(NC(=O)COc2cccc3c(=O)n(C)ccc23)cc1	-19%	-23%	x	6.0%	x	10%	x	i	-9%
52	COc1cc(OC)cc(C(=O)Nn2cc(C(=O)Nc3c(F)cccc3F)c3ccccc3c2=O)c1	-14%	-2%	-6%	3.2%	-7%	2%	5%	i	2%

Some of the compounds tested; the hit share may differ from the screen's.
